Assay outcomes from PubChem BioAssay.
PAX8 reporter – inhibitors of PAX8 transcriptional activity in RMG-I cells; RMG-I TPO-luciferase reporter, SteadyGlo, 24 h; inhibition, % at 12.6 µM; actives 1.2% (n = 360,000);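 active = mean replicate inhibition at least 60% with every replicate also reaching 60%; inconclusive = only one of the two criteria is met; inactive = mean below 60% and not all replicates reaching 60%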;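 also: luciferase light reporting Pax8 driven TPO promoter activity; plate controls were median of neutral control wells for no effect and mitoxantrone controls for full effect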
ARNT TACC3 PPI – ARNT/TACC3 interaction disruption; AlphaScreen His-ARNT PAS-B/GST-TACC3 binding, luminescence; TACC3 fragment carries E629A point mutation; inhibition, % at 9.99 µM; actives 0.66% (n = 390,000);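 active = mean inhibition of replicates at least 50% and at least half of replicates each reaching 50%; inconclusive = half or more replicates reach 50% but mean below 50%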;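 also: 0% = complete ARNT plus TACC3 wells and 100% = ARNT alone without TACC3; many hits fall short of the cut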
DENV2 CPE – inhibitors of DENV2 cytopathic effect. DENV2-infected cells, cytopathic effect rescue, plate reader. CPE inhibition, % at 9.99 µM. actives 1.7% (n = 350,000). AID 651640; in the data active = CPE inhibition above about 20%, passing the limit was not always enough; inconclusive = no clear call, values can overlap the other calls; tested in BHK-21 cells;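 also: 0% = median of neutral control wells and 100% = median of positive control wells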
CFTR F508del cor – correctors of CFTR F508del function in bronchial epithelial cells. CFBE cells, YFP halide quenching; stimulated with forskolin plus potentiator P3; % fluorescence drop versus neutral controls. activity (quench increase), % at 7.58 µM. actives 0.36% (n = 350,000). AID 720511;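 active = mean added fluorescence quench of at least 8% versus neutral control, with both replicates also reaching 8%; inconclusive = only one of the mean or replicate conditions met; inactive = mean below 8% and not both replicates reaching 8%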;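 also: cells transiently co-express mutant CFTR-F508del with the halide-sensitive YFP; corrector assay measuring rescue of mutant channel to the surface after 24 h compound exposure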
XiGFP reactiv – activators of X-chromosome reactivation in mouse fibroblasts; XiGFP mouse fibroblasts, % GFP-positive cells imaging, 3 d; cells co-treated with 5-aza-dC sensitizer; scaled so ellipticine positive control = 100%; activation, % at 7.58 µM; actives 0.055% (n = 360,000);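 active = mean normalized replicate activation at least 10% and every replicate at or above 10%; inconclusive = only one of the two criteria met; inactive = mean below 10% and not all replicates reach 10%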;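 also: 0% = median of on-plate neutral control wells and 100% = ellipticine 6 µM median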
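Material: SV40-immortalized XiGFP fibroblast cells, line 68-5-11 | Buffer or medium: DMEM containing 5-aza-dC | Dosing: One concentration, pinned | Times: 3 d treatment, 15 min room-temperature fixation | Controls: Ellipticine 6 µM positive control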
GSIS activator – GLuc luminescence reporter in INS-1E cells, primary screen for activators of glucose-dependent secretion of insulin | INS-1E GLuc reporter insulin secretion, 2-3 h | activation, % at 16.6 µM | actives 0.61% (n = 370,000);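 active = lowest replicate activation of at least 40%, so every replicate reaches that level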;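 also: 0% = median of neutral control wells and 100% = median of IBMX positive control wells; some compounds called inactive have numbers as strong as hits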
ERp5 block – inhibitors of human ERp5; actives 0.05% (n = 350,000); inhibition, % at 9.99 µM; Q15084; ERp5 insulin aggregation, absorbance 650 nm, 90 min;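 active = mean replicate inhibition above about 25%, with every replicate also reaching it, limit read from the data, passing the limit was not always enough; inconclusive = only one of those two criteria met; inactive = neither criterion met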
Target sequence (Q15084 whole entry, looked up): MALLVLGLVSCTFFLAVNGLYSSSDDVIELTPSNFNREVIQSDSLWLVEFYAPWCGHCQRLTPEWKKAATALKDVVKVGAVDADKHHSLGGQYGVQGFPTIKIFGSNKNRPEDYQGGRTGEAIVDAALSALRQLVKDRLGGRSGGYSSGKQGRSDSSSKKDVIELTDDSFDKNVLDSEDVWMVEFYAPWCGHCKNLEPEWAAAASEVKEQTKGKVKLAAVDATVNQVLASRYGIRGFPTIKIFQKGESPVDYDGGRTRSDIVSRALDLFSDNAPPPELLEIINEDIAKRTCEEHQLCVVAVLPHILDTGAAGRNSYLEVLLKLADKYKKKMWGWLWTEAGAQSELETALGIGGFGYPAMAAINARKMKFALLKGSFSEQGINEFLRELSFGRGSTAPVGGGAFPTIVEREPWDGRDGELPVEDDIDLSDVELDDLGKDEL
EWS-Fli inh – blocks EWS/Fli oncoprotein-driven transcription; A673 NR0B1-luciferase reporter, viability-normalised; inhibition, % at 12.6 µM; actives 0.67% (n = 350,000);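 active = mean inhibition of at least 50% after viability correction, with every replicate also passing that limit; inconclusive = mean reaches 50% but only one of two replicates passes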;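 also: firefly luciferase signal divided by Alamar Blue viability fluorescence both relative to DMSO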
* = called active by the depositor; ? = inconclusive; / = no result given; & = joins results of further samples.

Sample of the layout, 10 compounds:
No. | SMILES | PAX8 reporter | ARNT TACC3 PPI | DENV2 CPE | CFTR F508del cor
1 | O=C(Nc1c2c(nn1-c1ccc(Cl)cc1)CS(=O)(=O)C2)c1ccccc1 | -7 | -2 | -7 | -3.3
2 | CO[C@@H]1CN(C)C(=O)c2ccc(NC(C)=O)cc2OC[C@@H](C)N(Cc2ccccc2C(=O)O)C[C@H]1C | / | -5 | -4 | 2.7
3 | COC(=O)C1=C(C)N(Cc2ccc(F)cc2)C(=S)NC1c1cccc(F)c1 (configuration not stated) | 8 | / | 6 | -1.0
4 | C[C@@H]1CN([C@H](C)CO)C(=O)c2cc(-c3cccc(F)c3)cnc2O[C@@H]1CN(C)Cc1ccccc1 | / | -2 | 1 | -0.2
5 | CS(=O)(=O)N[C@H]1C[C@@H]2O[C@H](CO)CC[C@@H]2O[C@@H]1CCc1ccc(-c2ccccc2F)cc1 | 0 | / | -2 | -0.7
6 | C[C@@H]1CN([C@@H](C)CO)C(=O)c2cccc(NC(=O)CCCCCC(=O)Nc3ccccc3N)c2O[C@H]1CN(C)Cc1ccc(-c2ccccc2)cc1 | ? | / | -8 | 5.2
7 | COC(=O)CCC(=O)NC(=S)Nc1ccc(S(=O)(=O)N2CCCC2)cc1 | 8 | -2 | 4 | 1.3
8 | CNC[C@@H]1Oc2ccc(NC(=O)Nc3ccccc3)cc2C(=O)N([C@@H](C)CO)C[C@H]1C | 6 | 10&2 | 2&3 | 1.0&-0.1
9 | CC(=O)Nc1ccc(NS(=O)(=O)c2cccc3nonc23)cc1 | 14 | 3 | 2 | 2.1
10 | C[C@@H]1CN([C@H](C)CO)S(=O)(=O)c2ccc(C#Cc3ccccn3)cc2O[C@H]1CN(C)Cc1ccccc1 | / | -8 | / | 1.1

No. | XiGFP reactiv | GSIS activator | ERp5 block | EWS-Fli inh
1 | 0.1 | 28 | 1 | 8
2 | 0.5 | 7 | -8 | -1
3 | 0.3 | -29 | 2 | 4
4 | -1.0 | 2 | -5 | -7
5 | / | / | 12 | 1
6 | -0.1 | -34 | 18 | /
7 | 0.0 | -2 | 0 | 7
8 | -1.4&0.1 | -11&-6 | -3&-3 | -9&-2
9 | 0.2 | 5 | -1 | -6
10 | 0.0 | -19 | -2 | 1

The listing, previewed entries included:
No. | SMILES | PAX8 reporter | ARNT TACC3 PPI | DENV2 CPE | CFTR F508del cor
1 | O=C(Nc1c2c(nn1-c1ccc(Cl)cc1)CS(=O)(=O)C2)c1ccccc1 | -7 | -2 | -7 | -3.3
2 | CO[C@@H]1CN(C)C(=O)c2ccc(NC(C)=O)cc2OC[C@@H](C)N(Cc2ccccc2C(=O)O)C[C@H]1C | / | -5 | -4 | 2.7
3 | COC(=O)C1=C(C)N(Cc2ccc(F)cc2)C(=S)NC1c1cccc(F)c1 (configuration not stated) | 8 | / | 6 | -1.0
4 | C[C@@H]1CN([C@H](C)CO)C(=O)c2cc(-c3cccc(F)c3)cnc2O[C@@H]1CN(C)Cc1ccccc1 | / | -2 | 1 | -0.2
5 | CS(=O)(=O)N[C@H]1C[C@@H]2O[C@H](CO)CC[C@@H]2O[C@@H]1CCc1ccc(-c2ccccc2F)cc1 | 0 | / | -2 | -0.7
6 | C[C@@H]1CN([C@@H](C)CO)C(=O)c2cccc(NC(=O)CCCCCC(=O)Nc3ccccc3N)c2O[C@H]1CN(C)Cc1ccc(-c2ccccc2)cc1 | ? | / | -8 | 5.2
7 | COC(=O)CCC(=O)NC(=S)Nc1ccc(S(=O)(=O)N2CCCC2)cc1 | 8 | -2 | 4 | 1.3
8 | CNC[C@@H]1Oc2ccc(NC(=O)Nc3ccccc3)cc2C(=O)N([C@@H](C)CO)C[C@H]1C | 6 | 10&2 | 2&3 | 1.0&-0.1

No. | XiGFP reactiv | GSIS activator | ERp5 block | EWS-Fli inh
1 | 0.1 | 28 | 1 | 8
2 | 0.5 | 7 | -8 | -1
3 | 0.3 | -29 | 2 | 4
4 | -1.0 | 2 | -5 | -7
5 | / | / | 12 | 1
6 | -0.1 | -34 | 18 | /
7 | 0.0 | -2 | 0 | 7
8 | -1.4&0.1 | -11&-6 | -3&-3 | -9&-2

Full records, quoted from the list:
CNC[C@@H]1Oc2ccc(NC(=O)Nc3ccccc3)cc2C(=O)N([C@@H](C)CO)C[C@H]1C reads PAX8 reporter = 6; ARNT TACC3 PPI = 10&2; DENV2 CPE = 2&3; CFTR F508del cor = 1.0&-0.1; XiGFP reactiv = -1.4&0.1; GSIS activator = -11&-6; ERp5 block = -3&-3; EWS-Fli inh = -9&-2
COC(=O)CCC(=O)NC(=S)Nc1ccc(S(=O)(=O)N2CCCC2)cc1 reads PAX8 reporter = 8; ARNT TACC3 PPI = -2; DENV2 CPE = 4; CFTR F508del cor = 1.3; XiGFP reactiv = 0.0; GSIS activator = -2; ERp5 block = 0; EWS-Fli inh = 7

Going on with the list:
No. | SMILES | PAX8 reporter | ARNT TACC3 PPI | DENV2 CPE | CFTR F508del cor
9 | CC(=O)Nc1ccc(NS(=O)(=O)c2cccc3nonc23)cc1 | 14 | 3 | 2 | 2.1
10 | C[C@@H]1CN([C@H](C)CO)S(=O)(=O)c2ccc(C#Cc3ccccn3)cc2O[C@H]1CN(C)Cc1ccccc1 | / | -8 | / | 1.1
11 | COc1ccc(S(=O)(=O)N2CCCCC2)cc1NC(=O)C1CCCO1 (configuration not stated) | 7 | 3 | 9 | -1.3
12 | CCCc1cn(CC[C@H]2CC[C@H](NC(=O)Nc3ccc4c(c3)OCO4)[C@@H](CO)O2)nn1 | -11 | -6 | 3 | -2.1
13 | CCc1ccc(OCC(=O)Nc2ccncc2)c(Br)c1 | 9 | -4 | -2 | -4.3
14 | COc1cccc(C(=O)OCC(=O)NCCNC(=O)COC(=O)c2cccc(OC)c2OC)c1OC | 4 | -1 | -4 | -2.2
15 | CS(=O)(=O)N(CC(=O)N1CCCC1)Cc1ccc(F)cc1 | 29 | -5 | 6 | 0.4
16 | CC1(C(=O)NS(=O)(=O)c2ccc(C#N)cc2)CCN1C(=O)Cc1ccc(-c2ccccc2)cc1 (configuration not stated) | 8 | / | -2 | -0.5

No. | XiGFP reactiv | GSIS activator | ERp5 block | EWS-Fli inh
9 | 0.2 | 5 | -1 | -6
10 | 0.0 | -19 | -2 | 1
11 | 0.0 | -5 | -3 | 2
12 | 0.3 | 4 | 11 | 5
13 | 0.0 | -5 | 1 | -32
14 | 0.1 | 2 | 0 | -5
15 | 0.2 | 18 | 4 | 6
16 | 0.0 | 14 | -4 | -1

Next section:
No. | SMILES | PAX8 reporter | ARNT TACC3 PPI | DENV2 CPE | CFTR F508del cor
17 | C#CCC1c2ccccc2CCN1CC=C (configuration not stated) | -12 | / | ? | -1.4
18 | CCn1cc(C(=O)Nn2cnnc2)c(=O)c2ccc(C)nc21 | -7 | 23 | -3 | 0.5
19 | O=C(c1ccc(Cl)cc1)N1CCN(c2cccc3[nH]ccc23)CC1 | 22 | -4 | 2 | -3.0
20 | O=C(C[C@H]1CC[C@@H]2[C@H](COC[C@@H](O)CN2C(=O)c2cnccn2)O1)NCc1ccccc1 | -5 | 9 | -13 | -1.2
21 | C[C@@H]1CN([C@@H](C)CO)C(=O)CCCn2nncc2CO[C@H]1CN(C)Cc1ccc(C(=O)Nc2ccccc2N)cc1 | 13 | -1 | 10 | -1.0
22 | CO[C@@H](CN(C)C(=O)c1cnccn1)[C@@H](C)CN([C@@H](C)CO)S(=O)(=O)c1ccc(Cl)cc1 | / | -3 | 0 | -2.2
23 | CO[C@@H]1CC[C@@H]2CCOc3c(C#N)cccc3C(=O)N(C)C[C@H](C)C(=O)N(C)C[C@H]1O2 | 8 | 2 | 0 | 1.9
24 | Cc1ccc(S(=O)(=O)N2CCOCC2)cc1NC(=O)COC(=O)c1ccc(Cl)s1 | -11 | 2 | 6 | -1.0

No. | XiGFP reactiv | GSIS activator | ERp5 block | EWS-Fli inh
17 | 0.5 | -19 | -1 | 5
18 | 0.0 | 4 | 7 | 6
19 | -0.1 | -14 | -1 | 6
20 | 0.2 | 17 | 1 | -10
21 | -0.1 | 6 | -1 | 25
22 | -0.1 | 5 | 0 | 4
23 | 0.0 | 0 | 1 | -9
24 | 0.3 | -22 | -4 | 5

Following part
No. | SMILES | PAX8 reporter | ARNT TACC3 PPI | DENV2 CPE | CFTR F508del cor
25 | COc1cccc(-c2ccc3c(c2)[C@@H]2[C@@H](CCN2S(=O)(=O)c2ccccc2F)[C@H](CO)N3C)c1 | -3 | 25 | / | -1.2
26 | Cc1ccc(NC2CCCN(C(=O)c3cn(C)c4ccccc34)C2)cc1C (configuration not stated) | / | 6 | -4 | -0.6
27 | C[C@@H]1CN([C@@H](C)CO)C(=O)Cc2cc(NS(=O)(=O)c3cn(C)cn3)ccc2O[C@@H]1CN(C)C(=O)NC1CCCCC1 | -8 | 0 | 5 | 2.1
28 | CCC(=O)N1C[C@@H](O)COC[C@@H]2O[C@@H](CC(=O)NCc3cc(F)cc(F)c3)CC[C@H]21 | -14 | 14 | -8 | 1.0

No. | XiGFP reactiv | GSIS activator | ERp5 block | EWS-Fli inh
25 | 0.2 | -4 | / | -8
26 | 0.0 | -18 | 1 | 9
27 | -0.7 | 14 | / | -7
28 | -0.1 | 10 | / | -7
